High-throughput results: PubChem BioAssay, Sanford-Burnham Center for Chemical Genomics
TAG inh: triacylglycerol accumulation inhibition | H9c2 cells, Nile Red lipid (TAG) fluorescence; cells loaded with 200 µM oleic acid | inhibition, % at 12.5 µM | 0.66% of 230,000 active;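 active = pattern-corrected inhibition of lipid staining of at least 50% with the nuclear-stain viability signal not falling by more than 50%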;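 note: 0% = DMSO wells and 100% = triacsin C control wells; some results filed as inactive read as strong as hits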
TAG inh DAPI viability: second read-out of TAG inh, no call of its own (marks repeat the call); DAPI nuclei signal change (viability), lower = more cytotoxic, %;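 whole-well DAPI fluorescence read on a plate reader as a viability signal; minus 50 percent equals half of cells still viable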
* marks the source's active call; other numbers are inactive results.

#	structure	TAG inh DAPI viability	TAG inh
1	CC(=O)Nc1nnc(CCN2CCCCC2)s1	10	2
2	OCCC1CN(Cc2ccsc2)CCN1C1CCCC1 (configuration not stated)	4	-8
3	O=C(NCC(F)(F)F)Nc1ncccn1	-2	-20
4	COC(=O)c1ccc(COC(=O)CNC(=O)C2CCCCC2)cc1	6	-6
5	Cc1ccccc1Nc1c(F)c(F)c(F)c(F)c1C(=O)O	2	14
6	CCC(C)N(C(=O)COC(=O)CSc1ccc(C)c(C)c1)C1CCS(=O)(=O)C1 (configuration not stated)	9	-7
7	Nc1ccc(NC(=O)c2ccco2)c(Cl)c1	7	-18
8	Cc1ccc(CSCC(=O)N(C)CC(=O)Nc2ccccc2Cl)cc1	-12	6
9	COC(=O)c1c(C)[nH]c(C(=O)CN2CCOCC2)c1C	-4	8
10	COc1ccc(/C=N/NC(=O)Nc2cccc3nsnc23)c(OC)c1	52	-10
11	COc1ccc(Nc2nc(NCCO)nc(OC)n2)cc1	-7	5
12	CC(C)(C)CC(=O)Nc1ccccc1N1CCN(c2ccccc2)CC1	11	-26
13	CCn1c(SCC(=O)NCC2CCCO2)nc2c(c1=O)SCC2 (configuration not stated)	-2	6
14	COc1ccc(NC(=O)Cn2nc(C(=O)O)c3ccccc3c2=O)cc1S(=O)(=O)N1CCCCC1	0	2
15	COc1ccc(Cl)cc1NC(=O)CSc1cccc[n+]1[O-]	-1	-3
16	Cc1cc(SCC#N)nc2ccccc12	7	-1
17	CC1CCN(c2nnc(NC(=O)Cn3c(=O)oc4ccccc43)s2)CC1	-3	-2
18	COCCN(C(=O)CC1CCCC1)c1c(N)n(CC(C)C)c(=O)[nH]c1=O	-1	10
19	Cc1ccc(N(C)C(=O)c2ccc3c(Cl)c4c(nc3c2)CCC4)cc1C	10	-20
20	CCc1nc2ccc(C(=O)Nc3ccc(Cl)c(Cl)c3)cn2c1N(C)Cc1ccc(OC)cc1	-1	20
21	COc1cc(C(=O)Nc2ccc3c(c2)Cc2ccccc2-3)cc(OC)c1OC	1	6
22	COc1ccc(CC(=O)N(C)Cc2ccc(C(C)(C)C)cc2)cc1S(=O)(=O)N1CCOCC1	-7	-1
23	Cc1ccc(C(=O)COc2ccc3ccc(=O)oc3c2)cc1	16	-6
24	Cc1ccc(S(=O)(=O)NCCC(=O)N2CCCCCC2)cc1	3	6
25	O=C(NCCCn1ccnc1)C(=O)NCC1OCCN1S(=O)(=O)c1cc(F)ccc1F (configuration not stated)	-10	4
26	NC(=O)CC(NC(=O)Cc1cccc2ccccc12)c1ccc(NC2CCCCC2)c([N+](=O)[O-])c1 (configuration not stated)	-10	-7
27	COCC(=O)N1CCC(Oc2ccc(C(=O)NCc3cc(C)n(C)n3)cc2)CC1	-3	-12
28	O=C(CCc1nnc(CCCc2ccccc2)o1)NC(C1CC1)C1CC1	3	-5
29	CC(=O)Nc1ccc(S(=O)(=O)N2CCN(Cc3cccs3)CC2)cc1	6	-13
30	O=C(c1ccc(F)cc1)N1CCC(C(=O)N2CCN(S(=O)(=O)c3cccc(Cl)c3)CC2)CC1	-8	20

Of the compounds above, these contain nitrogen in an aromatic ring:
#	structure	TAG inh DAPI viability	TAG inh
1	CC(=O)Nc1nnc(CCN2CCCCC2)s1	10	2
3	O=C(NCC(F)(F)F)Nc1ncccn1	-2	-20
9	COC(=O)c1c(C)[nH]c(C(=O)CN2CCOCC2)c1C	-4	8
10	COc1ccc(/C=N/NC(=O)Nc2cccc3nsnc23)c(OC)c1	52	-10
11	COc1ccc(Nc2nc(NCCO)nc(OC)n2)cc1	-7	5
13	CCn1c(SCC(=O)NCC2CCCO2)nc2c(c1=O)SCC2 (configuration not stated)	-2	6
14	COc1ccc(NC(=O)Cn2nc(C(=O)O)c3ccccc3c2=O)cc1S(=O)(=O)N1CCCCC1	0	2
15	COc1ccc(Cl)cc1NC(=O)CSc1cccc[n+]1[O-]	-1	-3
16	Cc1cc(SCC#N)nc2ccccc12	7	-1
17	CC1CCN(c2nnc(NC(=O)Cn3c(=O)oc4ccccc43)s2)CC1	-3	-2
18	COCCN(C(=O)CC1CCCC1)c1c(N)n(CC(C)C)c(=O)[nH]c1=O	-1	10
19	Cc1ccc(N(C)C(=O)c2ccc3c(Cl)c4c(nc3c2)CCC4)cc1C	10	-20
20	CCc1nc2ccc(C(=O)Nc3ccc(Cl)c(Cl)c3)cn2c1N(C)Cc1ccc(OC)cc1	-1	20
25	O=C(NCCCn1ccnc1)C(=O)NCC1OCCN1S(=O)(=O)c1cc(F)ccc1F (configuration not stated)	-10	4
27	COCC(=O)N1CCC(Oc2ccc(C(=O)NCc3cc(C)n(C)n3)cc2)CC1	-3	-12
28	O=C(CCc1nnc(CCCc2ccccc2)o1)NC(C1CC1)C1CC1	3	-5

New compounds follow
#	structure	TAG inh DAPI viability	TAG inh
31	COc1ccc(C2/C=C\CN(S(=O)(=O)c3ccc(C)cc3)CC(=O)N2Cc2cccc(F)c2)cc1 (configuration not stated)	-5	21
32	O=C(COC(=O)/C=C/c1ccc(F)cc1)NCc1ccco1	7	-6
33	NC(=O)CC(NC(=O)c1cccc(Br)c1)c1ccc(N2CCC(N3CCCCC3)CC2)c([N+](=O)[O-])c1 (configuration not stated)	4	19
34	COc1ccccc1NC(=O)CSc1ccc2nnc(-c3ccc(C)cc3)n2n1	2	-8
35	Cc1ccccc1NC(=O)C1CCCN1S(=O)(=O)c1ccc2c(c1)n(C)c(=O)c(=O)n2C (configuration not stated)	-17	-21
36	CCN(CC)CCN(C(=O)CN1C(=O)CCC1=O)c1nc2cc3c(cc2s1)OCO3	15	-3
37	CC1CCCN(C(=O)c2ccc3nc[nH]c3c2)C1 (configuration not stated)	3	13
38	O=C(COc1coc(CN2CCc3ccccc3C2)cc1=O)N1CCOCC1	4	2
39	O=C(O)C1CCCCC1C(=O)NCc1ccc(Cl)c(Cl)c1 (configuration not stated)	-6	-19
40	COc1ccc(F)cc1-c1cc(C(=O)Nc2ccc(NC(C)=O)cc2)[nH]n1	9	23
41	Cn1c(N2CCCC2)nc2c1c(=O)n(Cc1ccc(Cl)cc1)c(=O)n2C	-15	-7
42	O=C(Nc1nc2ccccc2[nH]1)c1ccc([N+](=O)[O-])cc1	1	-10
43	CN1C2=CC=CC=CC2=[N+](C)C12C=CC(=[N+]([O-])[O-])C=C2[N+](=O)[O-] (configuration not stated)	-10	0
44	CCOC(=O)C1CCCN(S(=O)(=O)c2c(C)noc2C)C1 (configuration not stated)	0	9
45	COc1ccccc1NC(=S)NCc1ccc2c(c1)cc(C)n2C	12	12
46	COCC1CCN(C(=O)C2CCC(=O)N(C3CCCCCC3)C2)CC1 (configuration not stated)	-2	8
47	O=C(NC1CC1)c1ccc(CSCc2ccc(Cl)cc2)o1	-1	-12
48	N#CC1=C(S)N(c2ccc(F)cc2)C(c2ccco2)NC1=O (configuration not stated)	2	8
49	CN1CCN(CCC(=O)N/N=C/c2ccccc2F)CC1	-7	-20
50	Cc1ccc(NC(=O)CN(C)CC(=O)Nc2ccc(N3CCOCC3)cc2)cc1F	-4	13
51	Cc1nn(C)c(Cl)c1CN1CCCC(C(=O)Nc2ccc(-c3cscn3)cc2)C1 (configuration not stated)	10	-4
52	COc1cccc(NC(=O)CN(C)C(=O)CCCc2nc3ccccc3c(=O)[nH]2)c1	-6	-14
53	COCC1CCN(C(=O)c2ccc3nc(Cc4cccc(Cl)c4)oc3c2)CC1	10	1
54	CC(C)(C)OC(=O)C[C@@H]1C/C=C\C[C@@H](CC(=O)NCCO)C(=O)NCCOC1=O	4	-30
55	Cn1c(SCC(=O)Nc2cccc(F)c2)nnc1-c1cc2ccccc2o1	-3	18
56	C[C@H]1CN([C@@H](C)CO)C(=O)CCCn2nncc2CO[C@@H]1CN(C)S(=O)(=O)c1ccc(-c2ccccc2)cc1	2	4
57	COc1ccc(CNC(=O)c2cc(COc3c(F)cccc3F)on2)cc1OC	8	3
58	CC(=O)Oc1ccc2c(=O)c(/C=N/c3cc(=O)[nH]c(=S)[nH]3)coc2c1	1	-6
59	CC(=O)c1c(-c2ccc(Cl)cc2)c2ccccc2[nH]c1=O	-13	6
60	CC(C)(C)NC(=O)C(c1ccc(OCC(N)=O)cc1)N(C(=O)c1cccnc1)C1CC1 (configuration not stated)	4	-6

Following part.
#	structure	TAG inh DAPI viability	TAG inh
61	CCOC(=O)c1c(NC(=O)C(C)S(=O)(=O)c2cn(CC)c3ccccc23)sc2c1CCCC2 (configuration not stated)	-5	3
62	Cc1ccc(Cl)cc1NC(=O)COC(=O)CN1C(=O)C2CCCCC2C1=O (configuration not stated)	6	-15
63	C/C(=N/NS(=O)(=O)c1cccc([N+](=O)[O-])c1)c1ccc2c(c1)OCO2	-5	-5
64	CN1CCN(CC(=O)Nc2nc3c(s2)CCCC3)CC1	17	-5
65	COC(=O)[C@]1(C)CCC[C@@]2(C)C3CC[C@]4(OC(C)=O)C[C@@]3(CCC21)CC4=NO (some centres not stated)	-5	-9
66	O=C(NCC(O)COc1ccc([N+](=O)[O-])cc1)c1ccccc1 (configuration not stated)	-1	-14
67	CNC(=O)c1nnn(-c2ccccc2)c1C(=O)NC	1	-12
68	COc1cccc(CN(C)C(=O)c2cc(-c3cccs3)nc3ccccc23)c1	7	-8
69	COC(=O)c1cc(C(=O)OCC(=O)Nc2cc(C)on2)cc([N+](=O)[O-])c1	4	-7
70	CCOc1ccc(NS(=O)(=O)c2ccc(Cl)c(C(=O)N(C)Cc3cccnc3)c2)cc1	1	-27
71	S=c1[nH]nc(-c2cccnc2)n1Cc1ccccc1	1	-7
72	Cc1cc(C)cc(OCC(=O)NC2=NCCS2)c1	25	-11
73	COc1ccc(CNC(=O)CSc2nc(SC)ns2)cc1	-2	-10
74	CCOC(=O)C1=C(O)/C(=C/c2ccc(OCC(=O)O)c(OC)c2)SC1=Nc1ccc(OCC)cc1	15	-8
75	O=C(Cc1c[nH]c2ccccc12)NCC(=O)Nc1ccc(F)c(F)c1F	-4	-2
76	OC(c1cccc(Cl)c1)c1ncc(-c2cccc3ccccc23)[nH]1 (configuration not stated)	-3	-6
77	CN(Cc1ccccc1F)C(=O)C1CCCN(C(=O)c2ccc(Cl)cc2)C1 (configuration not stated)	1	-7
78	CC(=O)CC(=O)Nc1nc(C)cc(C)n1	-3	-12
79	CCOC(=O)N1CCN(C(=O)c2c(Cl)cnn2C)CC1	0	-11
80	Cc1cc(Br)ccc1NC(=O)CN(C)C(=O)C1CCN(C(=O)c2ccc(F)cc2)CC1	4	-24
81	O=C(Nc1ccncc1)c1ccccc1F	-11	7
82	Cc1cc(C)n(NC(=S)NC2CCCC2)c(=O)c1C#N	2	-3
83	Oc1ccccc1CNCCCNCc1ccccc1O	-4	21
84	O=C(CCNC(=O)c1ccc(Br)cc1)Nc1ccccc1N1CCOCC1	-1	0
85	CCOC(=O)c1c(C)n(-c2ccc(C)cc2)c2ccc(OCC(O)CN3CCN(C)CC3)cc12 (configuration not stated)	36	26
86	Cc1nn(C(C)(C)C)c(NC(=O)c2ccc(Cl)cc2)c1Br	6	-2
87	C=CCNc1ncnc2c1cnn2-c1ccc(Cl)cc1	0	-15
88	CCOC(=O)C(NC(C)=O)C(OC(C)=O)c1cccc([N+](=O)[O-])c1 (configuration not stated)	4	-14
89	CC(C)c1nnc(NC(=O)Cc2cccs2)s1	-1	7
90	CCOC(=O)c1c(NC(=O)CN2C(=O)NC3(CCCCC3C)C2=O)sc(C(=O)N(C)C)c1C (configuration not stated)	-8	8

(further entries)
#	structure	TAG inh DAPI viability	TAG inh
91	O=C(Nc1cccc(C(F)(F)F)c1)c1cccc(NS(=O)(=O)c2ccc(Br)c(C(=O)O)c2)c1	3	-2
92	O=C(Nc1cccc(C2=NCCN2)c1)Nc1cccc(C2=NCCN2)c1	4	-3
93	CCOC(=O)C1=C(c2ccccc2)OC(N)=C(C#N)C1C1CCCCC1 (configuration not stated)	-1	-3
94	CCN1CCN(CC(=O)N2N=C(c3cccs3)CC2c2ccc(F)cc2)C(=O)C1=O (configuration not stated)	-3	7
95	COc1ccccc1NC(=O)COC(=O)c1cc(C)oc1C	7	-5

Entries from the list above with a CF3 group (2):
#	structure	TAG inh DAPI viability	TAG inh
3	O=C(NCC(F)(F)F)Nc1ncccn1	-2	-20
91	O=C(Nc1cccc(C(F)(F)F)c1)c1cccc(NS(=O)(=O)c2ccc(Br)c(C(=O)O)c2)c1	3	-2

Some of the compounds tested; rates above refer to the full screens.
